IL1B secr inh: inhibitors of inflammasome signaling (IL-1 beta secretion); activity change, % at 57.5 µM; 360,000 compounds, 4.7% hits; THP-1 LPS/ATP IL-1B secretion, AlphaLISA, 16 h; active compounds read low; in the data active means activity change below about -50%; inconclusive means mostly about -30% to -49%; further: on the % scale 0 is the no-effect control and ±100 the full control effect
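Secreted IL-1B measured by AlphaLISA bead assay after 16 h compound exposure of THP-1 cells; compounds (final up to 57.5 uM) added 1 h before LPS (250 ng/mL) and ATP (1.25 mM) stimulation; lower signal means less secretion.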
KB-3-1 cytotox: KB-3-1 parental cell cytotoxicity; KB-3-1 viability, CellTiter-Glo ATP luminescence, 72 h; Potency, µM (doses to about 46.1 µM), without a hit: at the top dose activity change, negative = cytotoxic, hits mostly cytotoxic; 400,000 compounds, 1.4% hits; further: potency means the concentration at half of the fitted maximal effect; on the % scale 0 is the no-effect control and ±100 the full control effect; nearly all actives have a fitted effect of over 60% in size
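Parental KB-3-1 adenocarcinoma cells in phenol-red-free DMEM with 10% FBS were pin-treated with compounds at several concentrations, incubated 72 h at 37 °C, and viability read by CellTiter-Glo luminescence; concentration-effect curves were fitted after normalization.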
ATXN2 expr inh: ATXN2 expression inhibition | HEK-293 ATXN2-luciferase reporter, luminescence, 24 h | 360,000 compounds, 0.72% hits | Potency, µM (titrated, usually from 57 µM), for inactives: at the top dose activity change, negative = inhibition, most hits filed as inhibitors; further: potency means the concentration at half of the fitted maximal effect; on the % scale 0 is the no-effect control and ±100 the full control effect; nearly all actives have a fitted effect of over 55% in size
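ATXN2-luciferase reporter cells (luciferase flanked by upstream and downstream ATXN2 gene portions) were treated 24 h at 37 °C with compounds at up to 57 uM. SteadyGlo luminescence gave expression; GF-AFC fluorescence gave viability.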
SW480 rerep: DNA re-replication induction in SW480 cells | 340,000 compounds, 1.8% hits | Potency, µM (titrated, usually from 46.1 µM), for the others: top-dose re-replication activation, actives largely listed as activators | SW480 DNA re-replication, Hoechst DNA content imaging, 48 h; further: potency means the concentration at half of the fitted maximal effect; % of control where 0% means no effect; nearly all actives have a fitted effect of over 55% in size
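Hoechst fluorescence of nuclei (405 nm excitation, 500-530 nm emission) measured by plate-scanning imager after 48 hr compound exposure at 37 C; re-replication scored as increased number of nuclei with elevated intensity.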
HT1080NT lethal: kills 2HG-producing HT-1080-NT fibrosarcoma cells; HT-1080-NT fibrosarcoma viability, CellTiter-Glo ATP luminescence, 48 h; Potency, µM (titrated, usually from 46.1 µM), without a hit: top-dose activity, negative = less viability, hits mostly cytotoxic; 360,000 compounds, 1.6% hits; AID 686970;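 further: NT is the 2HG producing partner of a matched IDH1 knockdown line; potency means the concentration at half of the fitted maximal effect; 0% = DMSO-treated cells and -100% = media-only wells without cells; nearly all actives have a fitted effect of over 55% in size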
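Fibrosarcoma NT cells, 750 per well in 5% FBS RPMI, were exposed to compound for 48 hours. Viability: CellTiter-Glo luminescence.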
WRN helicase inh: blocks human WRN helicase. Q14191. WRN helicase unwinding, fluorescent forked duplex, kinetic. Potency, µM (titrated, usually from 114 µM), for inactives: at the highest dose activity change, negative = inhibition, actives largely listed as inhibitors. 360,000 compounds, 0.46% hits. AID 651768; further: potency means the concentration at half of the fitted maximal effect; on the % scale 0 is the no-effect control and ±100 the full control effect; nearly all actives have a fitted effect of over 55% in size
Target sequence (Q14191 whole entry, looked up): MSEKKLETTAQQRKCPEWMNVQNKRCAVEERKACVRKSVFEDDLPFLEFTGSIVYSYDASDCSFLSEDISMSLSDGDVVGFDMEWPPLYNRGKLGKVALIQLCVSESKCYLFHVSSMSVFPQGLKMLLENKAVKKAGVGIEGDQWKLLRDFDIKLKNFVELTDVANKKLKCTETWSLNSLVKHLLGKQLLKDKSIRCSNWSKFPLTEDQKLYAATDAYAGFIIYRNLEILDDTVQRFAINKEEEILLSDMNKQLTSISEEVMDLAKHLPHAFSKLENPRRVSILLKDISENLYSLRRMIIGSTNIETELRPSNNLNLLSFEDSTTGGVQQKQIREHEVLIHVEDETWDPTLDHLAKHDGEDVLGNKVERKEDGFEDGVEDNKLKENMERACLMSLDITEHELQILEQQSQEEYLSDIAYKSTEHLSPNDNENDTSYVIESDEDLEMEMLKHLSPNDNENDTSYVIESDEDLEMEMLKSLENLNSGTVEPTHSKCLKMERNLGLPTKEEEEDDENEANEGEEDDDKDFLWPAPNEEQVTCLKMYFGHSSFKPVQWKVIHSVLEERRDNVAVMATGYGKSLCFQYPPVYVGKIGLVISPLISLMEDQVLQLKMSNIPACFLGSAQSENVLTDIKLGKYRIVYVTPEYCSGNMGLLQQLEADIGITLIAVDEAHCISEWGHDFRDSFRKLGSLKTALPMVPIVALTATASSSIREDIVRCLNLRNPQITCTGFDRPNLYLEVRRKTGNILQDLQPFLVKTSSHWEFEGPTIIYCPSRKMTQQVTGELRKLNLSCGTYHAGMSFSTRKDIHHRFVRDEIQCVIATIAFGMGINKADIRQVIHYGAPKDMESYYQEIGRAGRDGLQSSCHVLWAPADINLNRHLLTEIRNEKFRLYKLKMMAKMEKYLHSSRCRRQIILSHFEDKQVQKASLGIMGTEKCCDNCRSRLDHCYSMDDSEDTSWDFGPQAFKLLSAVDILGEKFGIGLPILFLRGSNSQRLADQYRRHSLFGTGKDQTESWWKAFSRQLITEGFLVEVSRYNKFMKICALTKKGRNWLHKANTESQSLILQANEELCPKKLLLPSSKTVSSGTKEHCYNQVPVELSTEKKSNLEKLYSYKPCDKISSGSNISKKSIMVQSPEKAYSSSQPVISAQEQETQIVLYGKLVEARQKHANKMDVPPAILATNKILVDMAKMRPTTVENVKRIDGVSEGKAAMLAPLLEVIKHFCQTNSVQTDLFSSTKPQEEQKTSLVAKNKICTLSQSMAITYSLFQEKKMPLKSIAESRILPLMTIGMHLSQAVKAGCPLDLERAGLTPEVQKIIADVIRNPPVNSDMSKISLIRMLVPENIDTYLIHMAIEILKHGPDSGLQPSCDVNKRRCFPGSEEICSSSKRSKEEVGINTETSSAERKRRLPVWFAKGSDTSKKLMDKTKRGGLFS
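WRN at 20 nM final was preincubated with compound for 15 min at room temperature; reaction started with 100 nM forked duplex oligonucleotide carrying fluorophore and quencher plus 2 mM ATP (final). Unwinding followed kinetically by red fluorescence (ex 525/em 598 nm).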
MCF10A rerep: inducers of DNA re-replication in MCF 10A breast cells; Potency, µM (doses to about 46.1 µM), without a hit: top-dose activity, positive = re-replication, hits mostly activators; 350,000 compounds, 2.9% hits; AID 624296; MCF 10A DNA re-replication, Hoechst nuclear intensity, 48 h; further: potency means the concentration at half of the fitted maximal effect; % of control where 0% means no effect; nearly all actives have a fitted effect of over 50% in size
KB-V1 MDR tox: kills drug-selected multidrug resistant KB-V1 cells. KB-V1 MDR cells viability, CellTiter-Glo, 72 h. 400,000 compounds, 3.4% hits. Potency, µM (series often up to 46.1 µM), for inactives: at the top dose activity change, negative = cytotoxicity, hits mostly cytotoxic; further: potency means the concentration at half of the fitted maximal effect; on the % scale 0 is the no-effect control and ±100 the full control effect; nearly all actives have a fitted effect of over 60% in size
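In this primary screen, KB-V1 cells overexpressing P-gp are incubated with library compounds (lowest to highest concentration) for 72 h at 37 degrees C before a luminescent ATP viability read.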
HT1080 IDH1KD tx: kills HT-1080 cells with IDH1 knockdown; Potency, µM (series often up to 46.1 µM), inactives show at the highest dose activity, negative = toxicity, usual class: cytotoxic; HT-1080 IDH1 knockdown viability, ATP luminescence, 48 h; 360,000 compounds, 2% hits;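 further: potency means the concentration at half of the fitted maximal effect; 0% = DMSO wells and -100% = cell-free medium wells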
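Cytotoxicity counter-line: IDH1KD HT-1080, 48 h, CellTiter-Glo. Curves classed by r2, magnitude and activity.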
* hit, by the source's call; ? = inconclusive; / = not tested or not shown; [ ] = dose if it differs, or a comment. Unless noted, the call rests on the fitted dose curve; in most records, active means well fitted curve in the direction sought with a large enough effect; inconclusive means small, poorly fitted or top-dose-only effect, or another doubt; inactive means no such curve, though single readings can be large; an effect the other way counts as inactive or inconclusive.

The first two entries, to show the layout:
item	SMILES	IL1B secr inh	KB-3-1 cytotox	ATXN2 expr inh	SW480 rerep	HT1080NT lethal	WRN helicase inh	MCF10A rerep	KB-V1 MDR tox	HT1080 IDH1KD tx
1	N#Cc1cnn2c(=O)[nH]cnc12	-8	-27%	/	/	10%	-4%	/	7%	-1%
2	O=C(Cc1cccs1)Nc1nc2c(ccc3ccccc32)s1	-22	-19%	-1%	-6%[9.22 µM]	-3%	-10%	17%	-16%	?

All compounds of this part, previewed entries included:
item	SMILES	IL1B secr inh	KB-3-1 cytotox	ATXN2 expr inh	SW480 rerep	HT1080NT lethal	WRN helicase inh	MCF10A rerep	KB-V1 MDR tox	HT1080 IDH1KD tx
1	N#Cc1cnn2c(=O)[nH]cnc12	-8	-27%	/	/	10%	-4%	/	7%	-1%
2	O=C(Cc1cccs1)Nc1nc2c(ccc3ccccc32)s1	-22	-19%	-1%	-6%[9.22 µM]	-3%	-10%	17%	-16%	?
3	COc1cc(NC(=O)c2ccc(-c3cccc(F)c3)o2)ccc1NC(=O)c1ccccc1Cl	-25	7%	-14%	4%	1%	-15%	3%	0%	-3%
4	COc1ccc(C(CNC(=O)CCNS(=O)(=O)c2ccc(C)cc2)N2CCOCC2)cc1 (stereo unspecified)	-18	5%	1%	5.2µM*	16%	3%	12%	10%	5%
5	O=C(Nn1cnnc1)c1ccc([N+](=O)[O-])cc1	1	-2%	-4%	4%	0%	-8%	-8%	-9%	-14%
6	COc1ccc2[nH]c(O)c(N=NC(=O)c3ccc(NS(=O)(=O)c4cccs4)cc3)c2c1	11	9%	-12%	-15%	11%	?	3%	8%	7%
7	Cc1scc(C(=O)N2CCN(S(C)(=O)=O)CC2)c1-c1ccccc1	7	10%	6%	0%	4%	-4%	-4%	23µM*	-10%
8	CCOC(=O)c1c(NC(=O)c2cccc(N3C(=O)CCC3=O)c2)sc(C)c1C	-15	0%	-6%	-4%	7%	0%	14%	10µM*	-1%
9	CN(CP(=O)(O)CCc1ccccc1)S(C)(=O)=O	24	2%	5%	-3%	16%	0%	-2%	1%	8%[9.24 µM]
10	Cc1cccc(C(=O)NCCN2CCCC2)c1	-7	-1%	-31%	-14%	-12%	12%	-2%	-23%	-18%
11	N#Cc1ccccc1S(=O)c1ccccc1C(=O)Nc1ccccc1 (stereo unspecified)	-3	-26%	0%	-9%	3%	-7%	-16%	-30%	0%
12	COc1ccc(CNC(=O)c2ccc(CS(=O)Cc3ccc(Cl)cc3)o2)cc1 (stereo unspecified)	6	5%	9%	-13%	15%	3%	0%	-8%	9%
13	COC(=O)C1=CN(Cc2cccs2)C=C(C(=O)OC)C1c1cccc(OC)c1OC	14	3%	-10%	-6%	1%	-1%	-6%	-10%	-4%
14	Cc1cccc2cc(CN(Cc3cccnc3)C(=O)c3ccncc3)c(=O)[nH]c12	-11	14%	-7%	?	-1%	0%	45%[0.0737 µM]	25%	-3%
15	Cc1cc(Cl)ccc1OCCCC(=O)OCC(=O)Nc1cccc(S(N)(=O)=O)c1	19	/	1%	0%	-6%	-24%	?	/	4%
16	CSc1ccccc1NC(=O)c1ccoc1C	0	7%	3%	-3%	20%	-2%	20%	-13%	13%
17	COC(=O)c1sc2nc[nH]c(=O)c2c1C	2	-16%	1%	-108%[inhibitor]	-1%	-17%	1%	?	17%
18	O=C(CCSc1ccccc1)Nc1nnc(-c2cccs2)o1	26	-19%	-21%	-17%	-2%	-2%	-2%	0%	1%
19	CCn1nc(C)cc1C(=O)NC1CCCc2c1cnn2-c1cc(F)cc(F)c1 (stereo unspecified)	7	?	5%	27%	-3%	-20%	0%	?	-4%
20	CC(C)(C)S(=O)(=O)/C(C#N)=N/Nc1ccc(S(N)(=O)=O)cc1	14	15%	3%	-5%	-19%	13%	-2%	1%	-12%
21	COC(=O)c1cc(NC(=S)Nc2cc(Cl)cc(Cl)c2)cc(C(=O)OC)c1	-81*	?	-37%	0%	-8%	-21%	?	0%	-2%
22	C/C(=N\N(Cc1ccccc1)c1ccccc1)c1cccnc1	-51*	10%	21%	-3%	1%	-5%	4%	11%	-11%
23	CCN(CC)S(=O)(=O)c1cccc(C(=O)N/N=C/c2c(C)nn(-c3ccccc3)c2Cl)c1	5	9%	-9%	-1%	18%	-13%	-3%	0%	4%
24	CN(C(=O)c1ccc(NC(=O)C2CCCN(C(=O)OC(C)(C)C)C2)cc1)C1CCCCC1 (stereo unspecified)	-19	-26%	-15%	4%	-5%	-2%	4%	25%	0%
25	CCN(CC)CCNC(=O)C1(c2ccccc2)CCCCC1	-11	-6%	-16%	-6%	1%	1%	-1%	?	-3%
26	O=C(Cc1c[nH]c2ccccc12)NCc1ccc(Cl)cc1Cl	12	2%	25%	-3%	-1%	-2%	0%	-2%	0%
27	O=S(=O)(c1ccc(-c2ccccc2)cc1)N1CCCC1	-16	12%	-18%	-52%[inhibitor]	-1%	5%	?	-2%	4%
28	Cc1ccc(CNC(=O)c2ccccc2N)cc1	0	-5%	1%	-1%	10%	0%	-4%	-20%	3%
29	CC(C)Cn1c(N)c(/C=N/NC(=O)c2ccc(Cl)cc2)c(=O)n(C)c1=O	4	17%	-12%	2%	-2%	3%	?	2%	-11%
30	O=C(O)c1ccc2c(c1)N(Cc1ccccc1F)C(=O)c1ccccc1S2=O (stereo unspecified)	34	6%	-2%	-4%	1%	2%	27%	18%	-1%
31	COc1cc([N+](=O)[O-])ccc1NC(=O)Nc1ccc2c(c1)OCCO2	/	-4%	-3%	-1%	17%	-9%	?	?	9%
32	CC1CCN(CC(=O)Nc2cccc(Cl)c2)CC1	-23	4%	4%	6%	-3%	-5%	7%	29%	10%
33	Cc1[nH][nH]c(=O)c1C(c1ccc(-c2ccc(Cl)cc2)o1)c1c(C)[nH][nH]c1=O	-14	-2%	-7%	2%	0%	-22%[57.1 µM]	21µM*	?	-15%
34	COc1ccc(-n2nc(C(=O)NCC(=O)NCC3CCCO3)c3ccccc3c2=O)cc1 (stereo unspecified)	-3	4%	0%	-5%	13%	-5%	1%	1%	9%
35	CCNC(=S)N/N=C(\C)c1ccco1	-22	12%	-3%	?	1%	-1%	?	2%	-2%
36	O=C(Cc1ccccc1[N+](=O)[O-])OCC(=O)N1CCN(c2ccccc2)CC1	-1	6%	-7%	?	-1%	1%	?	-6%	8%
37	CCC(=O)N1CCc2cc(S(=O)(=O)CCC(=O)NCCc3ccc(S(N)(=O)=O)cc3)ccc21	25	29%	-12%	-15%	?	6%	3%	8%	9%
38	Cc1ccc(S(=O)(=O)N2CCN(C(=O)c3cc(C4CC4)nc4c3cnn4C(C)C)CC2)cc1	?	?	/	6%	-4%	-2%	10%	-20%	0%
39	Nc1ccc(S(=O)(=O)Nc2nccc(/C=C/c3ccccc3F)n2)cc1	?	5%	0%	12%	-10%	-6%	1%	12%	-3%
40	C[C@H](O)[C@@H]1C(=O)N2CCc3ccc(N4CCN(C)CC4)cc3[C@@H]2C[C@@H]1N(C)C(=O)c1cccnc1	8	17%	7%	/	7%	3%	/	0%	9%
41	COc1ccc(NC(=S)Nc2cccc(Cl)c2Cl)cc1OC	-3	1%	/	5%	1%	0%	-20%	0%	-1%
42	CC(Oc1ccc(Cl)cc1)C(=O)Nc1cccc(S(=O)(=O)N2CCOCC2)c1 (stereo unspecified)	-16	9%	-13%	-15%	-6%[9.24 µM]	-7%	-2%	?	-4%
43	c1ccc2c(c1)OCC(CNc1ncnc3nc[nH]c13)O2 (stereo unspecified)	-18	-15%	-8%	-7%	16%	-4%	0%	-12%	-1%
44	CCN(C(=O)COC(=O)c1cc(-c2ccc(C)o2)nc2ccccc12)C1CCS(=O)(=O)C1 (stereo unspecified)	?	-16%	4%	6%	-22%	-17%	-3%	?	-17%
45	CCC(=O)Nc1ccc2c(c1)nc(CCN1CCN(c3ccccc3)CC1)n2C	0	4%	/	10%	-1%	3%	11%	-6%	0%
46	CC(OC(=O)C1CCCCC1)C(=O)Nc1cccc([N+](=O)[O-])c1 (stereo unspecified)	22	5%	-13%	-1%	-1%[9.24 µM]	-2%	1%	?	1%
47	O=C(O)c1ccc(C(=O)c2ccc3c(c2)C(=O)N(CCO)C3=O)cc1	-7	-2%	1%	-10%	?	-31%	-11%	1%	25%
48	Cc1ccc(COc2cccc(/C=N/NC(=O)c3nnn(-c4nonc4N)c3C)c2)cc1	-16	-22%	/	-8%	-2%	6%	2.6µM*	-21%	20%
49	Cc1ccccc1-c1nc(CS(=O)(=O)CC(=O)NCCCN2CCCC2=O)c(C)o1	-6	-1%	3%	0%	6%	0%	15%	19%	-7%
50	CCOC(=O)N1CCC(Nc2c(OCC)c(=O)c2=O)CC1	13	13%	-3%	-17%	1%	-1%	0%	?	4%

Next structures
item	SMILES	IL1B secr inh	KB-3-1 cytotox	ATXN2 expr inh	SW480 rerep	HT1080NT lethal	WRN helicase inh	MCF10A rerep	KB-V1 MDR tox	HT1080 IDH1KD tx
51	CSc1cnn(CCC#N)c(=O)n1	-1	10%	-2%	/	18%	-4%	/	0%	23%
52	Cc1ccc(C)c(Cn2c(O)c(N=NC(=S)Nc3ccccc3F)c3ccccc32)c1	-8	?	/	-81%[inhibitor]	1%	-3%	?	?	8%
53	CCc1nc(-c2ccc(-c3ccc(OC)cc3)nc2OC)no1	0	-2%	37%	10%	-9%	-8%	29%	-18%	-18%
54	CCCOc1cccc(C(=O)NCCNC(=O)c2ccco2)c1	30	25%	-11%	-3%	10%	10%	-2%	?	3%
55	Cn1cccc1C(=O)C(=O)Nc1cc(Cl)cc(Cl)c1	1	4%	24%	?	?	?	?	-10%	?
56	COc1ccc(NC(=O)c2cc(C3CCCCN3S(=O)(=O)c3ccc(C#N)cc3)on2)c(C)c1 (stereo unspecified)	-8	0%	-18%	/	4%	-5%	/	3%	1%

Screens from PubChem.
